Bioassay records from PubChem.
PAFAH1B2 FP inh: PAFAH1B2 (human) inhibition; P68402; recombinant PAFAH1B2, FP-rhodamine activity probe, fluorescence polarization; inhibition, % at 3.39 µM; hit rate 1.2% among 340,000; AID 492953;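 active = inhibition above the mean of all tested compounds plus 3 SD, cut at about 24% in these data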;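 also: 0% = enzyme with DMSO and 100% = wells lacking PAFAH1B2; many of its hits are not listed in these tables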
PREPL inh: inhibitors of human prolyl oligopeptidase-like enzyme PREPL; Q4J6C6; recombinant PREPL, fluorescence polarization activity-based probe; inhibition, % at 5.96 µM; hit rate 0.68% among 320,000; AID 2751; in the data active = inhibition above about 43%;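 also: 0% = enzyme with DMSO and 100% = wells lacking enzyme; many of its hits are not listed in these tables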
Target sequence (Q4J6C6 whole entry, looked up): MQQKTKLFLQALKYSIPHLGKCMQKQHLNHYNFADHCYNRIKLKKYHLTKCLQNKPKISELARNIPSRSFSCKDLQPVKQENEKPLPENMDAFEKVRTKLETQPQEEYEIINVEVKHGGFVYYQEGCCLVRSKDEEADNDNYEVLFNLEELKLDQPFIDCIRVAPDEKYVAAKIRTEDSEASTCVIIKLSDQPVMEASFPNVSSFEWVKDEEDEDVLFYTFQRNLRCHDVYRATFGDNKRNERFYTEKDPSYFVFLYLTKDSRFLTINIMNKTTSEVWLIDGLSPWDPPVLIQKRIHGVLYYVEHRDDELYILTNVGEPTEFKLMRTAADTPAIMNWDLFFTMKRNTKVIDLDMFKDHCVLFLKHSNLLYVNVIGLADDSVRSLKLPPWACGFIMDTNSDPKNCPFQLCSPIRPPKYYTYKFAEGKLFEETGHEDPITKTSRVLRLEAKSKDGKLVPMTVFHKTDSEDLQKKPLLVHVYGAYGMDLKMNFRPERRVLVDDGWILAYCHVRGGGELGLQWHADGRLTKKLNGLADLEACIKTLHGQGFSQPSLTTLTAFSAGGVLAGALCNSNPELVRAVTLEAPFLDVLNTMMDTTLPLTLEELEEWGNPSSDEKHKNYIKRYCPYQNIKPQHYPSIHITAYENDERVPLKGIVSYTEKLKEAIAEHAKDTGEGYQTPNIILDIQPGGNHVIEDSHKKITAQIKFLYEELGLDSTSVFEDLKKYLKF
EBNA-1 inh: blocks EBNA-1 binding to DNA; inhibition, % at 14.8 µM; AID 1950; hit rate 0.34% among 300,000; EBNA-1 DNA binding, fluorescence polarization; in the data active = inhibition above about 28%
LYPLA2 inh: LYPLA2 (human) inhibition in PME1 counter-screen | recombinant LYPLA2, FP-Rh probe fluorescence polarization | inhibition, % at 5.9 µM | hit rate 0.38% among 320,000 | AID 2177;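 active = inhibition above the screen-wide mean plus 3 SD, limit set per campaign, cut at about 26% in these data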;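 also: 0% = LYPLA2 with DMSO and 100% = wells lacking LYPLA2 enzyme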
PAFAH2 inh: inhibitors of human PAFAH2; recombinant PAFAH2, FP-rhodamine activity probe, fluorescence polarization; hit rate 0.99% among 340,000; inhibition, % at 3.39 µM; AID 492956; Q99487;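 active = inhibition above the mean over all tested compounds plus 3 SD, cut at about 30% in these data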;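 also: inhibitors block probe labeling of enzyme so polarization drops; 0% = enzyme with DMSO and 100% = wells lacking PAFAH2 protein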
PAFAH1B3 FP inh: blocks human PAF acetylhydrolase 1B catalytic subunit 3; AID 492972; Q15102; recombinant PAFAH1B3, FP-rhodamine probe, fluorescence polarization; hit rate 0.28% among 340,000; inhibition, % at 3.39 µM;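 active = inhibition above the screen-wide average of all tested compounds plus 3 SD, cut at about 25% in these data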;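 also: 0% = enzyme with DMSO only and 100% = wells lacking PAFAH1B3 protein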
ZTA DNA inh: blocks Epstein-Barr virus ZTA, an EBNA-1 counter-screen | P03206 | ZTA-DNA binding, fluorescence polarization | inhibition, % at 11 µM | hit rate 0.15% among 320,000 | AID 2234; in the data active = inhibition above about 33%
pPAFAH FP inh: inhibitors of human plasma PAF acetylhydrolase (pPAFAH); Q13093; hit rate 1.5% among 330,000; inhibition, % at 3.39 µM; recombinant pPAFAH, FP-rhodamine probe fluorescence polarization;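 active = inhibition above the mean inhibition across the screen plus 3 SD, cut at about 25% in these data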;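 also: inhibitors block binding of the rhodamine activity-based probe so polarization drops; 0% = enzyme with DMSO and 100% = wells lacking pPAFAH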
LYPLA1 counter: LYPLA1 (human) inhibition in PME1 counter-screen; hit rate 0.16% among 320,000; inhibition, % at 5.9 µM; recombinant LYPLA1, FP-Rh probe fluorescence polarization; O75608;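 active = inhibition above the mean of all tested compounds plus 3 SD, set per campaign, cut at about 14% in these data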;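 also: inhibitors block serine hydrolase probe labeling of LYPLA1 so polarization falls; 0% = enzyme with DMSO and 100% = wells lacking LYPLA1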
Target sequence (O75608 whole entry, looked up): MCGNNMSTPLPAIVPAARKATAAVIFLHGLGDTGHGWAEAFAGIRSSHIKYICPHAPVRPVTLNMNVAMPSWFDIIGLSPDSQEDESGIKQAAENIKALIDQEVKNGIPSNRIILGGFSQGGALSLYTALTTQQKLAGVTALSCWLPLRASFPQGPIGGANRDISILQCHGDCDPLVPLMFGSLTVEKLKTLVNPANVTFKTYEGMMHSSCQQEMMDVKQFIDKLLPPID
The depositor's hits bear a star; . = not tested or not shown.

SMILES	PAFAH1B2 FP inh	PREPL inh	EBNA-1 inh	LYPLA2 inh	PAFAH2 inh	PAFAH1B3 FP inh	ZTA DNA inh	pPAFAH FP inh	LYPLA1 counter
COc1cccc(OC)c1CNC(=O)C1CCC(=O)N(CC2CCCCC2)C1 (stereo not given)	4	4	-1	-1	10	5	2	5	0
CC(=O)Nc1ccc(NC(=S)NC(=O)c2oc3ccccc3c2C)cc1	7	-2	3	1	-3	10	3	1	2
Cc1c(C(=O)O)sc2nc(/C=C/c3cccc(F)c3)[nH]c(=O)c12	9	6	-15	-11	2	8	-8	-6	0
CCOC(=O)c1c(S(=O)(=O)Nc2ccc(CN3CCC(C)CC3)cc2)c(C)n(C)c1C	3	-6	-5	-1	-3	-4	3	1	-1
Cc1cc(C)c2nc(N)sc2c1	2	2	1	-2	3	6	10	-2	-1
COc1ccc(CC(=O)N2CCCc3ccccc32)cc1OC	3	17	2	3	-18	2	5	-2	1
O=C(NCc1ccccc1)c1ccc2nnsc2c1	2	0	-2	2	0	-1	3	-1	-2
Cc1nc(-c2ccc(C#N)cc2)cs1	8	3	1	0	-6	12	4	7	1
COc1ccc([N+](=O)[O-])cc1N1C(=O)c2cccc3cccc(c23)C1=O	0	1	-8	12	-3	6	-15	8	1
COC(=O)c1sccc1NC(=O)c1csc2c1CCCC2	1	7	7	-4	2	-2	-13	3	-4
CSc1ccc(CNC(=O)C(C)n2nc(C)c3c(C)n(-c4ccccc4)nc3c2=O)cc1 (stereo not given)	0	-5	2	2	5	3	-4	4	3
Cc1ccc(/C=N/NC(=O)c2sccc2OCc2ccc(F)cc2)cc1	1	-4	3	-6	-4	1	0	7	-6
Cc1ccc(-n2nnnc2SCC(=O)NC(C(=O)O)(c2ccccc2)c2ccccc2)cc1C	11	2	0	6	5	1	10	6	-1
Cc1ccc(Cl)cc1NC(=O)C(Cc1ccccc1)N1C(=O)C2C3CCC(C3)C2C1=O (stereo not given)	5	-16	1	-5	10	-9	5	3	-6
CC1CCc2c(sc(NC(=O)c3ccco3)c2C(=O)O)C1 (stereo not given)	1	11	1	8	7	3	-3	6	4
OCCC1CN(Cc2ccc(-c3ccco3)cc2)CCN1Cc1ccsc1 (stereo not given)	2	34	6	1	7	4	11	6	0
O=C(/C=C/c1cccc([N+](=O)[O-])c1)NCCSCc1ccccc1Cl	5	24	-1	9	2	6	8	8	0
CC(C)(C)c1ccc(NC(=O)c2c(F)cccc2Cl)cc1	8	2	-2	-5	6	2	0	-3	-2
CCOC(=O)c1c(C)[nH]c(C(=O)N2CCN(c3ccc(OC)cc3)CC2)c1C	2	6	5	-6	0	2	21	22	-1
O=C1Nc2ccccc2/C1=C/c1ccnc2ccccc12	2	-8	1	-2	-5	-8	-7	7	-2
O=C(COc1ccc(Br)cc1)NC(=S)Nc1ccccc1N1CCOCC1	26*	16	9	-8	-10	9	-5	2	-4
Nc1nccnc1C(=O)OCC(=O)NCCc1ccc(S(N)(=O)=O)cc1	6	4	2	0	-2	1	12	-1	0
CC(=O)c1cccc(NC(=O)COC(=O)C2CCCN2C(=O)c2cccs2)c1 (stereo not given)	3	2	.	.	2	7	.	4	.
N#CC1=C(SCC(=O)Nc2ccccc2)NC(=O)CC1c1ccco1 (stereo not given)	3	6	9	3	0	7	7	5	3
Cc1ccc(NC(=O)CN(C)C(=O)Cn2ccsc2=N)cc1	2	7	7	10	3	11	-21	-2	3

More records:
SMILES	PAFAH1B2 FP inh	PREPL inh	EBNA-1 inh	LYPLA2 inh	PAFAH2 inh	PAFAH1B3 FP inh	ZTA DNA inh	pPAFAH FP inh	LYPLA1 counter
CCN(CC)c1ccc(NC(=O)c2cc(OC)cc(OC)c2)c(C)c1	5	16	-5	5	3	4	6	11	2
COc1cc2c(cc1OC)/C(=C/c1ccc(Cl)cc1)C(=O)OC2	2	-2	1	1	-2	8	-5	1	3
CCOc1cc(N2CCOCC2)c(OCC)cc1NC(=O)CSc1ncccc1C(=O)O	7	-3	.	.	-2	11	.	4	.
Cc1[nH][nH]c(=O)c1C(c1ccc(-c2ccc(F)cc2)o1)c1c(C)[nH][nH]c1=O	9	3	-15	-8	7	15	3	-3	2
CCCCCCn1c(C(C)O)nc2ccccc21 (stereo not given)	5	0	7	6	-6	13	21	7	1
COc1ccc(C(=O)Nc2n[nH]c(-c3ccncc3)n2)cc1	-1	-2	-1	4	2	12	-3	-4	2
O=[N+]([O-])c1ccc(NCc2ccc(Cl)cc2)nc1	15	15	-6	10	1	2	3	8	2
O=C(CCS(=O)(=O)c1ccc(F)cc1)Nc1ccc(N2CCN(Cc3ccccc3)CC2)cc1	4	20	.	-1	0	-3	-1	1	-2
O=C(CSc1nnc(-c2cccnc2)n1CCc1ccccc1)NCc1ccccc1	2	-2	3	6	3	10	0	4	5
Cc1ccc(-n2ncc(C#N)c2/N=C/N2CCN(C)CC2)cc1	9	12	1	3	3	1	-16	0	0
COc1ccc(Cn2c(-c3ccc(C)cc3)c[n+]3ccccc23)cc1	1	2	0	-2	4	8	3	4	-5
CC(C)COc1ccc(CNC(=S)NCc2ccccc2)cc1	-2	9	-10	-8	-2	-9	9	-6	-6
COc1ccc2[nH]c3c(c2c1)CCN1C(=O)C(CC(=O)NCCCN(C)C)C[C@H](C(=O)N2CCCCC2)[C@@]31C (stereo not given in full)	2	.	.	.	-2	4	.	2	.
COc1ccc(CNC(=O)CSc2cc(=O)n(C)c3ccccc23)cc1	0	8	1	0	-5	-7	5	-1	0
CC(/C=N/N1CCN(c2ccc(C)cc2)CC1)=C\c1ccccc1	2	5	3	2	-1	8	-7	3	-4
CC(C)CCNC(=O)C(c1ccco1)N(Cc1ccccc1)C(=O)c1snc(C(N)=O)c1N (stereo not given)	4	-2	1	-1	-2	9	13	4	0
O=C(O)C1Sc2[nH]c(=O)sc2C2c3ccc(O)cc3OC(=O)C12 (stereo not given)	8	10	-6	10	6	14	-5	18	3
COCCN(C(=O)COC(=O)CCOc1ccccc1C)c1c(N)n(Cc2ccccc2)c(=O)[nH]c1=O	2	0	5	1	-6	5	4	1	-5
Cc1cc(C)n2nc(C(=O)OCCOc3ccc(Br)cc3)nc2n1	17	14	-6	-8	4	10	1	-2	0
CCn1c(C)nc2cc(C(=O)NNC(=S)Nc3ccc(Cl)cc3)ccc21	4	-4	6	-6	6	0	6	21	-2
C[C@H](CO)N1C[C@H](C)[C@@H](CN(C)S(=O)(=O)c2ccc(F)cc2)Oc2ccc(NC(=O)Nc3ccc4c(c3)OCO4)cc2C1=O	2	45*	.	.	4	12	.	13	.
O=C(Nc1ncc2c(n1)-c1ccccc1CC2)c1ccc(Cl)cc1	1	4	1	0	2	4	-4	5	0
Cc1sc2ccccc2c1CNC[C@H]1O[C@@H](n2cnc3c(N)ncnc32)[C@H](O)[C@@H]1O	-1	-27	.	.	3	0	.	1	.
Cc1ccc(NC(=O)c2c3c(nc4ccccc24)CCC3)cc1S(=O)(=O)N(C)C	1	-3	4	-1	-3	6	-4	15	-3
COc1ccc(/C=N/NC(=O)c2cccnc2)cc1CN1CCOCC1	0	4	4	6	-7	5	-14	2	0

One compound at a time, from the list above. Order of screens: PAFAH1B2 FP inh, PREPL inh, EBNA-1 inh, LYPLA2 inh, PAFAH2 inh, PAFAH1B3 FP inh, ZTA DNA inh, pPAFAH FP inh, LYPLA1 counter
CC(/C=N/N1CCN(c2ccc(C)cc2)CC1)=C\c1ccccc1 is listed with 2, 5, 3, 2, -1, 8, -7, 3, -4
CC(C)CCNC(=O)C(c1ccco1)N(Cc1ccccc1)C(=O)c1snc(C(N)=O)c1N (stereo not given) is listed with 4, -2, 1, -1, -2, 9, 13, 4, 0

Entries listed above that bear a hit mark in PAFAH1B2 FP inh.
SMILES	PAFAH1B2 FP inh	PREPL inh	EBNA-1 inh	PAFAH2 inh	PAFAH1B3 FP inh	pPAFAH FP inh
O=C(COc1ccc(Br)cc1)NC(=S)Nc1ccccc1N1CCOCC1	26*	16	9	-10	9	2

Additional entries
SMILES	PAFAH1B2 FP inh	PREPL inh	EBNA-1 inh	LYPLA2 inh	PAFAH2 inh	PAFAH1B3 FP inh	ZTA DNA inh	pPAFAH FP inh	LYPLA1 counter
CCCCN(C(=O)CCNC(=O)NC12CC3CC(CC(C3)C1)C2)c1c(N)n(CCC)c(=O)[nH]c1=O	22	-5	-1	2	11	5	6	-4	-2
COc1cc(OC)cc(C(=O)OCC(=O)Nc2cccc(C(C)=O)c2)c1	4	5	9	0	7	6	7	1	-3
C#CCOCCOCCOCCNc1nc(N2CCN(C(=O)CCCCCCCCCCNC(=O)[C@H]([C@@H](C)CC)n3cc(CCCCCN)nn3)CC2)nc(N2CCN(C(=O)CCCCCCCCCCNC(=O)[C@@H]([C@H](C)CC)n3cc(CCCCCN)nn3)CC2)n1	.	59*	-5	57*	.	.	65*	1	7
CCc1cc2c(NCc3ccco3)ncnc2s1	6	-6	-1	0	2	1	7	4	0
CC(C)N(C(=S)Nc1cccc(S(=O)(=O)N(C)C)c1)c1ccccc1	4	-8	2	1	-8	5	-1	2	1
CC1(C(=O)NC2CCCCCCC2)CCC(=O)N1Cc1cccs1 (stereo not given)	13	16	2	-2	5	9	-11	4	-2
Cc1ccc2nc(SCC(=O)Nc3nonc3C)[nH]c2c1	2	-2	-2	5	4	4	-23	-4	0
CN(Cc1ccccc1)C(=O)c1[nH]cnc1C(=O)Nc1cccc(Cl)c1	7	10	.	-4	-8	2	8	5	-8
CCOC(=O)/C(C#N)=C/c1cccn1-c1ccc(Cl)cc1	.	0	7	-3	.	.	2	1	-5
CCOc1ccc(-n2cc(-c3ccc(OC)c(OC)c3)[nH]c2=S)cc1	3	-3	6	6	-3	0	-5	1	2
Cc1cc(=O)[nH]c(SCc2cccc3cccnc23)n1	2	5	-13	-1	-1	15	-9	-2	1
NC(=O)CC(NC(=O)Cc1cccc2ccccc12)c1ccc(N2CCCCCCC2)c([N+](=O)[O-])c1 (stereo not given)	13	2	-5	-5	20	12	5	16	-2

3 structures out of the list, ordered by length of the SMILES, smallest number first.
SMILES	PAFAH1B2 FP inh	PREPL inh	EBNA-1 inh	LYPLA2 inh	PAFAH2 inh	PAFAH1B3 FP inh	ZTA DNA inh	pPAFAH FP inh	LYPLA1 counter
Cc1cc(=O)[nH]c(SCc2cccc3cccnc23)n1	2	5	-13	-1	-1	15	-9	-2	1
Cc1ccc2nc(SCC(=O)Nc3nonc3C)[nH]c2c1	2	-2	-2	5	4	4	-23	-4	0
C#CCOCCOCCOCCNc1nc(N2CCN(C(=O)CCCCCCCCCCNC(=O)[C@H]([C@@H](C)CC)n3cc(CCCCCN)nn3)CC2)nc(N2CCN(C(=O)CCCCCCCCCCNC(=O)[C@@H]([C@H](C)CC)n3cc(CCCCCN)nn3)CC2)n1	.	59*	-5	57*	.	.	65*	1	7

These rows are one share of the data; count on the stated rates, not on these rows.
